UHRF1 binding: blocks human UHRF1 binding to methylated DNA. actives 0.75% (n = 370,000). UHRF1 binding to methylated oligo, TR-FRET. inhibition, % at 4.4 µM. Q96T88; in the data active means inhibition above about 21%;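 further: UHRF1 SRA domain binding a hemimethylated CpG hairpin DNA probe; 0% = median of test compound wells and 100% = reference inhibitor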
Target sequence (Q96T88 whole entry, looked up, the tested form may be a part): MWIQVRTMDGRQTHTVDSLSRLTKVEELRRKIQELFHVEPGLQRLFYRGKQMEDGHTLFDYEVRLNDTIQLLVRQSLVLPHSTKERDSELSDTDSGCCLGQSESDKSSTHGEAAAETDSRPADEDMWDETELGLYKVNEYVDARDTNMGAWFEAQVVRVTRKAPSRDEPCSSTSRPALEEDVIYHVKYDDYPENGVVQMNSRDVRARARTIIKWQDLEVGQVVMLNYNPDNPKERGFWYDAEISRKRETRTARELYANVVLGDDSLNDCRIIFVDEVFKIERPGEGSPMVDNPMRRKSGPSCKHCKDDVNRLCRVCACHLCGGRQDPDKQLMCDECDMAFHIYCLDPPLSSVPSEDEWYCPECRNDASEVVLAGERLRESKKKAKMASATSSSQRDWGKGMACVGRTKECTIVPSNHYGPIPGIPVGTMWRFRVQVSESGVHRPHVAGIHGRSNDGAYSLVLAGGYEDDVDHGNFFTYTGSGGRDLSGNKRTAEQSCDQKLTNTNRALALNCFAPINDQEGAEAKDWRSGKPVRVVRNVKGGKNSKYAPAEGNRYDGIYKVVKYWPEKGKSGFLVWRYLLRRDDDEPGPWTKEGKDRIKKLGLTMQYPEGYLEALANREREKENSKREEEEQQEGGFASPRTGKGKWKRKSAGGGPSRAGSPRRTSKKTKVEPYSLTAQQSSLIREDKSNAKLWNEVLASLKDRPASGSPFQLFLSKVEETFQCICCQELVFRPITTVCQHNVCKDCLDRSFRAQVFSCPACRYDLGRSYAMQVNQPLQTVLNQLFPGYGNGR
MBD2 inh: inhibitors of human MBD2 binding to methylated oligonucleotide | Q9UBB5 | TR-FRET | inhibition, % at 4.4 µM | actives 0.31% (n = 370,000); in the data active means inhibition above about 13%
TCR-CD3 inh: inhibitors of human TCR-CD3 interaction | actives 0.37% (n = 360,000) | AID 651800 | TAMRA-labeled TCR probe fluorescence, biochemical | inhibition, % at 9.4 µM; in the data active means inhibition above about 19%;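 further: recombinant mutant TCR 2C K166C tagged with TAMRA read by polarization; 0% = receptor in buffer alone and 100% = receptor with positive control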
HTRA1 inhibitor: inhibitors of human serine peptidase HTRA1; recombinant HTRA1, FP-rhodamine activity-based probe, fluorescence polarization; inhibition, % at 5.96 µM; actives 0.5% (n = 340,000); Q92743; in the data active means inhibition above about 36%;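 further: 0% = enzyme with DMSO and 100% = wells lacking enzyme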
PRMT1 inh: inhibitors of human PRMT1 | Q99873 | recombinant PRMT1, activity-based probe fluorescence polarization | inhibition, % at 2.79 µM | actives 1.3% (n = 370,000);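 active means inhibition above about 21% made by adding two undisclosed values, limit read from the data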
GC-A act: GC-A (human) enzyme activation. P16066. HEK293 GC-A cells, cGMP TR-FRET, EC30 ANP; 0% at EC30 ANP, 100% saturating ANP. activation, % at 10 µM. actives 0.14% (n = 370,000). AID 1671463; in the data active means activation above about 40%
GC-B act: GC-B (human) receptor activation | P20594 | HEK293-GC-B cells, CNP EC30, cGMP TR-FRET; 0% at EC30 CNP, 100% saturating CNP | actives 0.11% (n = 370,000) | activation, % at 10 µM;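 active means activation at 10 µM reaching about 35% in either raw or pattern-adjusted values, limit read from the data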
SIAE primary: blocks human sialic acid acetylesterase; SIAE FP-Rh probe binding, fluorescence polarization; AID 1053197; actives 0.69% (n = 370,000); inhibition, % at 9.66 µM;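 active means inhibition above a cutoff: mean of compounds within the control limits plus 3 SD of those, cut at about 17% in these data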;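 further: 0% = plate median of compound wells and 100% = probe without SIAE protein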
rCAG binder: binds r(CAG) RNA repeats | AID 651821 | actives 1.3% (n = 370,000) | r(CAG) RNA repeat, TO-PRO-1 dye displacement fluorescence | inhibition, % at 3 µM;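 active means inhibition above the plate cutoff, the mean of all test compounds on that plate plus 3 SD, cut at about 35% in these data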;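 further: 0% = DMSO alone and 100% = 100 µM mitoxantrone as full dye displacement; higher means more dye released from RNA so lower well fluorescence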
ABHD4 inh: ABHD4 (mouse) inhibition, primary FP screen. purified mABHD4, FP-Rh probe fluorescence polarization. inhibition, % at 8.92 µM. actives 0.54% (n = 370,000). AID 720543;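 active means inhibition exceeding the mean over every tested compound plus 3 SD, cut at about 30% in these data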;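 further: 0% = plate median of compound wells and 100% = S159A mutant with DMSO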
Target sequence (Q8VD66 whole entry, looked up): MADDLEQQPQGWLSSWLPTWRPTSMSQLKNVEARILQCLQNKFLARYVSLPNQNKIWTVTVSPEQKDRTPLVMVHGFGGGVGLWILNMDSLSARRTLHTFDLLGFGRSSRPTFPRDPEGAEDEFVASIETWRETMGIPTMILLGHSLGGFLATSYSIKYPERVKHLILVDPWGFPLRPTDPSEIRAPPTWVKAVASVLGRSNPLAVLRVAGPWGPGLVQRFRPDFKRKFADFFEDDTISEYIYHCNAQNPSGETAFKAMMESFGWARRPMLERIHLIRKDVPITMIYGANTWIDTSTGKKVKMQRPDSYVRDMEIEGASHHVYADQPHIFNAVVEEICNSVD
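Assay system: wild-type mouse ABHD4 protein; compound: single nominal dose of 8.92 µM, 0.89% DMSO final; schedule: 45 min + 60 min at 25 °C; measured by: FP readout, ex 525 nm / em 598 nm; evaluation: % inhibition of FP-Rh probe binding versus controls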
* hit, by the source's call; x = not tested or not shown. The list is partial; the hit share may differ from the screen's.

SMILES	UHRF1 binding	MBD2 inh	TCR-CD3 inh	HTRA1 inhibitor	PRMT1 inh	GC-A act	GC-B act	SIAE primary	rCAG binder	ABHD4 inh
CCOC(=O)C1CCN(C(=O)C2CCN(S(=O)(=O)N3CCC4(CC3)OCCO4)CC2)CC1	1	3	-5	1	1	5	0	4	-8	0
CC(C)N(C(=O)[C@H]1C[C@H](CC(=O)NCc2ccco2)C(=O)N2CCc3c([nH]c4ccc(Cl)cc34)[C@]12C)C(C)C	2	-6	10	-23	-4	-3	3	-3	3	-5
O=C(CSc1oc(-c2ccc(F)cc2)nc1S(=O)(=O)c1ccc(F)cc1)NCC1CCCO1 (stereo unspecified)	-3	3	1	1	-1	0	3	2	-2	3
O=C(NCc1ccccc1)C(C1CC1)n1c(-c2cccs2)nc2ccccc21 (stereo unspecified)	-2	-5	0	x	1	-15	-16	1	1	1
CCCc1cc2c(cc1NC(=O)c1ccc(C(C)(C)C)cc1)OCO2	3	3	1	-28	0	2	8	0	-8	-30
C=C(C)C1Cc2c(C)nn(-c3cccc4cccnc34)c2C1 (stereo unspecified)	-3	-8	5	5	1	-6	-9	5	-4	3
CC1(C)Cc2c(C#N)c(N)sc(=S)c2CO1	1	6	-5	4	46*	0	-4	-5	-7	3
CC(=O)N/N=C/c1cc([N+](=O)[O-])ccc1OCCOc1ccccc1	0	1	8	-7	-1	0	-2	-4	4	0
CSC1=N/C(=C\c2ccc(C)cc2)C(=O)S1	-3	-4	14	2	2	4	-1	-1	3	-5
COc1ccc(O)c(C=NCC(C)N=Cc2cc(OC)ccc2O)c1 (stereo unspecified)	1	4	-6	2	3	2	-4	-1	3	-1
CCn1c(=O)c(C(=O)NCc2ccccn2)c(O)c2ccccc21	-2	-5	5	-5	-3	4	3	-3	-5	0
N#CC(=C(O)CN1CCN(c2ccccc2F)CC1)c1nc(-c2ccc(Cl)cc2)cs1	1	4	-7	8	2	-1	7	3	51*	4
COc1ccc([C@H]2C[C@H](n3cc(-c4ccc(F)cc4)nn3)[C@@H](O)CN2C(=O)C2CCCCC2)cc1	0	3	-7	-27	1	1	-6	10	4	-5
CCCCOC(=O)C1=C(C)NC(=O)NC1c1cccc([N+](=O)[O-])c1 (stereo unspecified)	1	1	-5	-3	1	-6	-4	-2	-5	-2
Cc1ccc(Cn2ccnc2C(=O)Nc2ccccc2)cc1	4	-1	-4	-12	3	-1	4	4	2	4
COc1ccc(-c2[nH]ncc2CN2CCCC(C(=O)c3ccc(OC)cc3OC)C2)cc1 (stereo unspecified)	-1	-6	1	-7	2	-26	-18	7	-7	1
O=C(CSc1nc(-c2ccccc2)nc2ccccc12)Nc1nccs1	-2	-1	3	-4	3	0	-5	-16	5	-9
COC(=O)[C@]12C[C@H](CC(=O)N3CCOCC3)C(=O)N(Cc3ccco3)C1=C[C@H](C(C)(C)C)O[C@@H]2C	5	1	x	x	-3	-7	-12	-2	-1	-1
O=C(CCN1CCOCC1)c1ccc(N2CCCCC2)cc1	4	7	-6	1	28*	-5	-4	-18	-1	-43
CNC(=S)NC1CC2CCCC(C1)N2Cc1ccc(C)cc1 (stereo unspecified)	-1	3	0	4	-1	-2	1	-1	1	4
COc1ccc([C@H]2CC(=O)C=C(c3ccc(-c4ccccc4)cc3)C2)cc1OC	2	1	-8	-8	4	-2	0	-5	10	-1
COc1ccccc1CNC(c1ccccc1)c1ccccc1	1	4	4	-7	0	-29	-12	-4	-3	-11
O=C(O)C1CCCCC1C(=O)Nc1cnn(Cc2ccccc2)c1 (stereo unspecified)	-3	-1	5	5	0	0	0	0	1	1
COc1cccc(-c2noc(CCCC(=O)N3CCOCC3)n2)c1	2	5	6	1	3	3	1	-3	-2	7
Cc1ccc(-c2nnn(CC(=O)Nc3ccc(S(=O)(=O)N4CCC(C)CC4)cc3)n2)cc1	-5	-3	8	-11	-2	2	6	-35	-4	-16
SMILES	UHRF1 binding	MBD2 inh	TCR-CD3 inh	HTRA1 inhibitor	PRMT1 inh	GC-A act	GC-B act	SIAE primary	rCAG binder	ABHD4 inh
Cc1ccc(S(=O)(=O)N2CCc3ccccc3C2)cc1C	2	-1	-6	-17	0	1	-4	-10	2	6
C[C@H]1CN([C@@H](C)CO)S(=O)(=O)c2ccc(C#CC3CC3)cc2O[C@H]1CN(C)C(=O)c1cccnc1	6	0	4	-1	0	1	-3	-4	1	5
CCSC1=C(C#N)C2(CCCCC2)C(C#N)=C(N)N1	5	-2	2	-9	1	3	5	-4	16	-5
CC(C)c1cc(C(=O)O)n[nH]1	1	-2	-4	-3	1	0	-5	-1	-3	1
Cn1[nH]c(CSc2ccc(Cl)cc2)cc1=O	2	2	-2	8	3	2	4	7	34	4
CCSc1nc2ccccc2c(=O)n1Cc1ccc(F)cc1	-1	-3	4	-10	-3	-1	3	14	-3	-7
COc1ccc(C2CC(c3cccs3)=NN2C(=S)Nc2ccccc2)cc1OC (stereo unspecified)	3	2	-4	-2	1	1	-3	-3	5	-11
CN1CCN(S(=O)(=O)c2ccc(C(=O)NC3CCCCC3)cc2)CC1	-1	1	0	6	-2	-4	1	-1	-4	1
O=C(Nc1nc2ccccc2[nH]1)c1ccccc1	-4	-4	-5	1	0	2	-7	-7	0	-1
CC(C)OC(=O)CSc1nnc(-c2ccc(Cl)cc2Cl)o1	-1	-5	-6	-2	-1	28	-1	-2	-4	1
COC(=O)CNC(=O)C1CCN(c2nc(C)cc(C)n2)CC1	2	2	-1	-1	3	-1	-1	-2	-3	9
S=C(Nc1ccccc1Cl)N1CCN(Cc2ccccc2)CC1	-1	1	7	2	-2	1	-5	3	2	-1
CC(C)NC(=O)N(C)C[C@H]1Oc2c(NS(=O)(=O)c3ccccc3)cccc2C(=O)N([C@H](C)CO)C[C@@H]1C	-3	-2	2	3	-2	-1	2	8	3	-2
CC(=O)OC1COC(n2c(O)c(N=NC(N)=S)c3ccccc32)C(OC(C)=O)C1OC(C)=O (stereo unspecified)	-3	-7	0	4	2	-9	-2	7	2	5
NC(=O)NC(CC(=O)NCc1ccc2c(c1)OCO2)c1ccccc1Cl (stereo unspecified)	3	-2	-1	7	1	-2	2	-3	0	6
NS(=O)(=O)c1ccc(NC(=O)CSc2nnc(-c3cnccn3)n2-c2ccccc2)cc1	0	-1	-4	-2	-2	8	2	3	2	-4
Cc1ccc2c(cnn2C(=O)CCCC(=O)NC(C)c2ccccc2)c1 (stereo unspecified)	-1	-4	1	-4	0	0	-4	-6	4	-2
CCOc1cc(/C=C2/C(=N)N3N=C(C)SC3=NC2=O)ccc1OS(=O)(=O)c1ccc(C)cc1	-4	-4	4	-22	2	-2	-3	-9	12	-4
CC(=O)Nc1nc(-c2cccc3ccccc23)cs1	-3	-2	4	-9	1	4	-6	0	1	-4
COc1ccc(S(N)(=O)=O)cc1C(=O)NCC(C)(C)N1CCOCC1	-1	-5	5	-1	1	-1	-9	0	1	3
COc1ccc(CNC(=O)Nc2cccc(C(F)(F)F)c2)cc1OC	2	1	-4	-4	0	1	-7	-1	-3	-2
Cc1cc(NS(=O)(=O)c2ccc(NC(=O)COc3ccccc3[N+](=O)[O-])cc2)no1	6	3	-2	-7	3	1	-2	0	33	-2
CCCSc1nc(N)nc(-c2cccs2)c1C#N	-1	2	-3	-36	3	3	1	-10	8	-16
Cc1ccc(CNC(=O)CSc2nnc(CNC(=O)c3ccccc3)o2)cc1	-2	1	4	-2	5	0	3	-1	-6	-1
COc1ccccc1NC(=O)CSc1ccc(-c2cccs2)nn1	-1	1	0	-13	2	-4	-3	-7	-1	-9
SMILES	UHRF1 binding	MBD2 inh	TCR-CD3 inh	HTRA1 inhibitor	PRMT1 inh	GC-A act	GC-B act	SIAE primary	rCAG binder	ABHD4 inh
CCN(CC)S(=O)(=O)c1ccc(N2CCOCC2)c(NC(=O)C2CCCC2)c1	0	-2	0	1	5	-2	4	1	-8	2
Cc1cccc(C)c1N(CC(=O)N1CCN(c2ccccc2F)CC1)S(C)(=O)=O	4	-1	6	-1	7	-1	-1	-3	-2	-3
COc1cc2c(cc1OC)C(c1cc(C)ccc1C)CC(=O)N2 (stereo unspecified)	1	-2	-6	0	-1	-21	-10	4	-4	-3
CC(=O)Oc1ccccc1C(=O)O	1	5	8	5	1	2	5	1	2	8
Cc1ccc2c(c1)-c1[nH]c(=S)ncc1CS2	-2	-4	-6	10	18	3	2	-7	4	2
O=C(CCCC(=O)c1ccc(F)cc1)c1ccc(F)cc1	-3	-7	2	-7	-4	1	0	-2	-5	-16
O=C(NCc1ccncc1)c1ccc(Oc2ccccc2)cc1	-3	-6	3	1	2	0	3	-4	0	-3
CCOC(=O)c1[nH]c2ccc(C(=O)OC)cc2c1C(=O)OCC	8	-5	-7	-21	2	2	6	-4	-5	-16
Cc1cc(NC(=O)CCCC(=O)Nc2ccc(F)cc2)no1	0	-3	3	0	-4	0	4	5	-3	6
COc1ccc(NC2c3ccccc3C(=O)N2c2ccccn2)cc1 (stereo unspecified)	2	3	1	1	-2	-4	3	1	1	1
CCN(CC(=O)Nc1c(F)cccc1F)C(=O)c1ccc(COc2ccccc2)cc1	2	2	0	-9	-1	1	5	-6	-1	-7
O=C(CCCCCBr)N1CCC(CC2CC(c3cccc(Br)c3)=NO2)(C(=O)NCC2CCCCC2)CC1 (stereo unspecified)	3	0	-2	-15	2	1	3	-8	4	-5
COC(=O)CC(c1ccc(F)cc1)n1c(C)ccc1C (stereo unspecified)	5	-2	4	2	-3	-1	-2	1	0	0
COc1ccc(-c2nc(NC(=O)c3nc4nccc(C)n4n3)sc2C)cc1	-1	9	-10	-15	4	-6	0	-8	4	1
COc1ccc(OC(C)C(=O)N2CCCc3ccccc32)cc1 (stereo unspecified)	3	-2	4	0	-3	-5	-8	1	-4	6
O=C(ONc1ccc(N=NC(=O)c2ccccc2O)cc1)c1ccccc1	4	7	5	13	1	-8	-7	-2	10	0
CCn1c(SCC(=O)Nc2nc(C)cs2)nnc1C(C)NC(=O)c1ccccc1 (stereo unspecified)	-1	-2	6	1	0	12	12	-2	-9	3
O=C(NCCOc1ccccc1Cl)c1ccc2c(c1)S(=O)(=O)c1cc(Cl)ccc1C2=O	2	3	-6	-1	1	0	0	2	8	-2

Single records, from the list above. Order of screens: UHRF1 binding | MBD2 inh | TCR-CD3 inh | HTRA1 inhibitor | PRMT1 inh | GC-A act | GC-B act | SIAE primary | rCAG binder | ABHD4 inh
O=C(CCCC(=O)c1ccc(F)cc1)c1ccc(F)cc1 across the screens: -3 | -7 | 2 | -7 | -4 | 1 | 0 | -2 | -5 | -16
CCn1c(SCC(=O)Nc2nc(C)cs2)nnc1C(C)NC(=O)c1ccccc1 (stereo unspecified) across the screens: -1 | -2 | 6 | 1 | 0 | 12 | 12 | -2 | -9 | 3
O=C(CCCCCBr)N1CCC(CC2CC(c3cccc(Br)c3)=NO2)(C(=O)NCC2CCCCC2)CC1 (stereo unspecified) across the screens: 3 | 0 | -2 | -15 | 2 | 1 | 3 | -8 | 4 | -5
O=C(ONc1ccc(N=NC(=O)c2ccccc2O)cc1)c1ccccc1 across the screens: 4 | 7 | 5 | 13 | 1 | -8 | -7 | -2 | 10 | 0
Cc1cccc(C)c1N(CC(=O)N1CCN(c2ccccc2F)CC1)S(C)(=O)=O across the screens: 4 | -1 | 6 | -1 | 7 | -1 | -1 | -3 | -2 | -3

Gathered by group: the entries above with a furan ring, fused or not
SMILES	UHRF1 binding	MBD2 inh	TCR-CD3 inh	HTRA1 inhibitor	PRMT1 inh	GC-A act	GC-B act	SIAE primary	rCAG binder	ABHD4 inh
CC(C)N(C(=O)[C@H]1C[C@H](CC(=O)NCc2ccco2)C(=O)N2CCc3c([nH]c4ccc(Cl)cc34)[C@]12C)C(C)C	2	-6	10	-23	-4	-3	3	-3	3	-5
COC(=O)[C@]12C[C@H](CC(=O)N3CCOCC3)C(=O)N(Cc3ccco3)C1=C[C@H](C(C)(C)C)O[C@@H]2C	5	1	x	x	-3	-7	-12	-2	-1	-1

From PubChem
